# Tau fluor cs – counter-screen for tau fibril formation inhibitors; Potency, µM (series often up to 57.7 µM), without a hit: top-dose activity change, negative = decrease; AID 1463; tau K18 P301L Alexa594 fluorescence, heparin fibrillization; 0.93% of 280,000 active; also: % is scaled to controls: 0 for no effect and ±100 for the full control effect; nearly all actives have a fitted effect of over 55% in size
#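 Human tau K18 P301L (15 uM unlabeled, 0.24 uM Alexa 594-labeled) in 100 mM sodium acetate pH 7 with 20 uM heparin, 6 hr at 37 C. ThT 30 uM added, 1 hr ambient; Alexa 594 FP and total fluorescence read at 555/632 nm.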
# HTT cytoprotect – Huntington cell model cytoprotection by ATP luminescence; PC12 HTT-Q103 induced, cytoprotection, ATP luminescence, 40 h; Potency, µM (doses to about 56.4 µM), for the others: cytoprotection (ATP increase), hits mostly activators; 0.14% of 230,000 active; AID 1471;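 also: % of control where 0% means no effect; nearly all actives have a fitted effect of over 45% in size; toxic huntingtin expression switched on by the ecdysone agonist tebufenozide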
#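 Compounds added alongside 100 nM tebufenozide, which induces toxic Q103 huntingtin exon 1-GFP in stable PC12 cells; surviving cells quantified by luminescent ATP measurement. Medium: phenol red-free DMEM, 5% equine and 5% calf serum.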
# GAA inhib – blocks human lysosomal alpha-glucosidase. Potency, µM (highest dose often 76.9 µM), without a hit: at the highest dose activity change, negative = inhibition, hits mostly inhibitors. purified human GAA, 4-MU-alpha-glucoside fluorescence. 0.005% of 200,000 active. P10253;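 also: plate controls were uninhibited enzyme wells for no effect and no-enzyme background for full effect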
#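 Human alpha-glucosidase, 4 nM, pre-mixed with test compounds before 400 uM 4-methylumbelliferyl substrate; 20 min room temperature at pH 5.0. Fluorescence read after pH 10 stop; AC50 values from Hill-equation fits.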
# aGlu spleen mod – inhibitors or activators of human alpha-glucosidase in spleen homogenate; P10253; human spleen homogenate, 4-MU-alpha-glucoside fluorescence; Potency, µM (titrated, usually from 79.9 µM), for the others: top-dose activity change, negative = inhibition, hits mostly inhibitors; 0.006% of 240,000 active;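 also: 0% = enzyme with vehicle and -100% = no enzyme basal signal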
#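 Enzyme source: human spleen homogenate, 1 ug/well. Buffer 50 mM citric acid/K phosphate pH 5.0, 0.01% Tween-20. 4-MU-alpha-glucoside 1 mM; 37 C x 40 min; NaOH/glycine stop; fluorescence.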
# aGal spleen mod – inhibitors or activators of human alpha-galactosidase in spleen homogenate; human spleen homogenate, 4MU-alpha-Gal fluorescence, 40 min; Potency, µM (titrated, usually from 80 µM), for the others: top-dose activity change, negative = inhibition, most hits filed as inhibitors; P06280; 0.008% of 240,000 active;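 also: 0% = enzyme with vehicle and -100% = no enzyme basal signal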
# Target sequence (P06280 32-429 limits assumed): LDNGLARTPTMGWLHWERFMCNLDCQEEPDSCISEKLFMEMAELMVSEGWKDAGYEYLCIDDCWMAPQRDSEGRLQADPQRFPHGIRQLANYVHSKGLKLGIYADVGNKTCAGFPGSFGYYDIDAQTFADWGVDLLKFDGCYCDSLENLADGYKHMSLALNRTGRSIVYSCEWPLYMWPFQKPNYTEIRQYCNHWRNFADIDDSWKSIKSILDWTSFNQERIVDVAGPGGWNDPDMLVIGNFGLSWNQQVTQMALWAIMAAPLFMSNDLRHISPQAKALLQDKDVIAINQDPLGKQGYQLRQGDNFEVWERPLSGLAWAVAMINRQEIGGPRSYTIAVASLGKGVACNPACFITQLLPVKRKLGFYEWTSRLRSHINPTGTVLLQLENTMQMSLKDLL
#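 Human spleen homogenate (1 ug) as enzyme source, 4-methylumbelliferyl-alpha-D-galactopyranoside 1 mM final, citrate/phosphate pH 5.0 with 0.01% Tween-20. Compounds 40 min at 37C, NaOH/glycine stop; fluorescence Ex 365/Em 440, Hill-fit AC50.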
# Tau fibril ThT – tau fibrillization inhibition (ThT binding); recombinant tau K18 P301L, heparin-induced fibrillization, ThT fluorescence; Potency, µM (top dose mostly 57.4 µM), for inactives: at the highest dose activity, negative = inhibition, actives largely listed as inhibitors; 2.1% of 270,000 active; also: % is scaled to controls: 0 for no effect and ±100 for the full control effect; nearly all actives have a fitted effect of over 55% in size
# Target sequence (P10636 561-689 P618L limits assumed): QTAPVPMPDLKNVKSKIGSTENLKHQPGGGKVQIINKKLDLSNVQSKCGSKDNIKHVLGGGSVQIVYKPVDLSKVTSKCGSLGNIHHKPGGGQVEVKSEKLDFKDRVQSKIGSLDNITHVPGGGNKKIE
#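 Fibril formation assay: tau K18 P301L at 15 uM with trace Alexa 594 label, heparin inducer 20 uM, pH 7 sodium acetate buffer, 37 C for 6 hr; endpoint ThT signal.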
# Tau FP inhib – blocks human tau fibril formation measured by polarization. P10636. K18 P301L tau heparin fibrillization, Alexa594 FP, 6 h. Potency, µM (doses to about 57.7 µM), inactives show top-dose activity, negative = inhibition, actives largely listed as inhibitors. 0.39% of 280,000 active. AID 1468; also: % is scaled to controls: 0 for no effect and ±100 for the full control effect; nearly all actives have a fitted effect of over 55% in size
#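 Quantitative HTS format: compounds meet 15 uM recombinant K18 P301L tau and Alexa 594-tau tracer in 100 mM sodium acetate pH 7; 20 uM heparin triggers fibrillization at 37 C over 6 hr; FP gives the signal.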
# GAA glycogen mod – GAA glycogen-cleavage inhibition or activation. recombinant GAA, glycogen substrate, Amplex Red glucose oxidase fluorescence. 0.38% of 300,000 active. P10253. Potency, µM (series often up to 76.4 µM), for inactives: at the top dose activity change, negative = inhibition, usual class: inhibitors;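 also: 0% = full enzyme reaction and -100% = no-enzyme basal signal; the screen sought inhibitors and activators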
#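 Recombinant human enzyme (4 nM); glycogen substrate; 37 C, 40 min, pH 5.0. Readout: coupled glucose oxidase/Amplex Red fluorescence.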
# Numbers without * were called inactive; ? = inconclusive; / = not tested or not shown; & = joins results of further samples; [ ] = remark or other dose. Calls follow the shape of the dose curve; as a rule, active = well fitted curve in the direction sought with a large enough effect; inconclusive = small, poorly fitted or top-dose-only effect, or another doubt; inactive = no such curve, though single readings can be large; an effect the other way counts as inactive or inconclusive. Potency is read from the fitted curve at half-maximal effect.
SMILES,Tau fluor cs,HTT cytoprotect,GAA inhib,aGlu spleen mod,aGal spleen mod,Tau fibril ThT,Tau FP inhib,GAA glycogen mod
COc1ccccc1/C=C/C(=O)NCc1ccccn1,-1%,21%,4%,1%,-5%,-4%,0%,15%
Cc1occc1C(=O)NNC(=S)NCC(C)C,-6%,-4%,3%,2%,6%,-12%,-1%,?
Cc1cc(-c2cccs2)c2c(N)c(C(=O)c3ccc4c(c3)OCO4)sc2n1,-1%,26%[10 µM],?,-25%,-1%,5%,10%,-14%
CONC(=O)C1CCN(C(=O)OCc2ccccc2)CC1,-10%,17%[10 µM],-6%,2%,6%,-14%,-1%,7%
COc1cc(/C=N/NC(=O)COc2ccc(C)cc2)ccc1OC(=O)c1cccs1,?,-16%[10 µM],-15%,-7%,-3%,-16%,-14%,5%
O=C(/C=C/c1ccccc1)NCCSCc1ccccc1Cl,-26%,3%[10 µM],-4%,-11%,3%,-14%,6%,2%
O=C(Nc1ccc(C(=O)N2CCCC2)cc1)c1ccccc1[N+](=O)[O-],-5%,/,1%,-9%,8%,-7%,4%,-7%
Cn1cccc1Cc1nnc(SCC(=O)Nc2ccc3c(c2)OCO3)n1-c1ccc(F)cc1,-30%,9%[10 µM],4%,-14%,2%,-13%,9%,-8%
OCC1(O)OC[C@@H](O)[C@H]1O (some centres not stated),13%,37%[10 µM],/,-1%,-9%,7%,1%,4%
CC1CN(C(=O)Nc2ccc(F)cc2)C2(CCCCCC2)O1 (configuration not stated),-7%,13%,-3%,9%,6%,-2%,-3%,1%
CCCCOC(=O)CSc1nc2c(cc1C#N)C(=O)CC(C)(C)C2,-7%,-7%[0.074 µM],-10%,-4%,3%,-2%,3%,2%
O=C(CSc1nc(-c2cccc(F)c2)[nH]c1-c1ccccc1)Nc1ccc2c(c1)OCCO2,11µM*[quencher],/,/,/,/,?,?,-11%[76.3 µM]
COc1ccc(N=C2S/C(=C\c3cc(C)n(C)c3C)C(=O)N2CC(C)C)cc1,?,-54%[inhibitor],-4%,-17%,-4%,?,11%,3%
O=C(NCCN1CCOCC1)c1nn2c(c1Cl)NC(c1ccccc1)CC2C(F)(F)F (configuration not stated),-1%,-10%,-2%,-9%,11%,-5%,-3%,-1%
COc1cc(CC(=O)Nc2ccccc2N2CCOCC2)cc(OC)c1OC,-9%,-33%[inhibitor],-3%,3%,-1%,-3%,0%,-8%
COc1ccc(CNC(=O)C2CCC(CNc3c(N4CCCCC4)c(=O)c3=O)CC2)cc1 (configuration not stated),-8%,12%[10 µM],/,9%,2%,/,-2%,2%
CC(NC(=O)c1ccc2c(c1)N(Cc1ccc(Cl)cc1)C(=O)CS2)c1ccccc1 (configuration not stated),-6%,/,/,/,/,7%,-12%,13%[76.3 µM]
CCC(=O)Nc1ccc(-c2cc(-c3ccccc3)nc(-c3ccc(NC(=O)CC)cc3)n2)cc1,?,-34%,5%,-13%,0%,-8%,11µM*,2%
Cc1cccc(CCNC(=O)CCS(=O)(=O)c2cc3c(cc2C)NC(=O)CO3)c1,-3%,/,/,/,/,-3%,0%,-8%&1%[76.3 µM]
COc1cc2cc(CN(CCN3CCCC3)C(=O)Nc3ccc(F)cc3)c(=O)[nH]c2cc1OC,-14%,-2%[10 µM],10%,-4%,3%,-13%,0%,1%
O=C(CN1CCOCC1)Nc1ccc2c(c1)OCO2,3%,-25%,3%,-5%,-1%,0%,8%,6%
CSc1nnc(COc2ccc(C)cc2)n1N,5%,2%[10 µM],-2%,0%,0%,18%,-9%,0%
COC(=O)[C@@H]1CC[C@H](C)[C@@H](c2ccc(C)cc2)N1C(=O)c1ccc(/C=N/OC[C@@H](O)COCc2ccco2)cc1,-19%,/,-3%[15.4 µM],-3%,-11%,?,-1%,-7%
O=C(N/C(=C/c1cccc(Br)c1)c1nc(=S)[nH][nH]1)c1ccccc1,?,33%[10 µM],?,-3%,-1%,?,?,-15%
CCN(CC)CCCNC(=O)C1c2cc(OC)c(OC)cc2C(=O)N(C)C1c1cccs1 (configuration not stated),-1%,13%,2%,4%,6%,-8%,-4%,3%
# Remaining list, next part.
SMILES,Tau fluor cs,HTT cytoprotect,GAA inhib,aGlu spleen mod,aGal spleen mod,Tau fibril ThT,Tau FP inhib,GAA glycogen mod
CCn1c(SCC(=O)Nc2ncc(C(F)(F)F)cc2Cl)nnc1-c1cccc(C)c1,-6%,2%[10 µM],0%,-1%,-2%,-8%,-4%,-1%
CC(Cc1cccs1)NC(=O)c1cccc(Cl)c1 (configuration not stated),-3%,-6%[10 µM],2%,0%,-4%,2%,1%,-3%
CCOC(=O)c1sc(NC(=O)CSc2nccc(C)n2)c(C#N)c1C,-7%,0%,2%,0%,3%,-3%,-3%,-15%
CCCCNc1cc(NC2CCCCC2)c2c3c(onc13)-c1ccccc1C2=O,?,/,/,/,/,?,1%,-9%[76.3 µM]
CCCCN(CC)CCCNC(=O)c1sc2nc3n(c(=O)c2c1C)CCCCC3,0%,/,/,/,/,?,?,19%[76.3 µM]
O=S(=O)(Nc1ncn[nH]1)c1ccc2ccccc2c1,3%,-6%[0.074 µM],-5%,-6%,2%,8%,-3%,4%
Cc1cc2ccccn2c1C(=O)Nc1ccc(Cl)cc1,-2%,-82%,15%,-1%,-2%,-2%,4%,6%
Cc1nn(-c2ccccc2Cl)c(Cl)c1/C=N/Nc1cccc(C(=O)O)c1,-27%,-37%[10 µM],9%,-5%,6%,?,6%,?
O=C(Cn1c(-c2ccccc2)noc1=O)Nc1ccc(S(=O)(=O)N2CCOCC2)cc1,-1%,21%[10 µM],-11%,-2%,-19%,7%,-8%,2%
O=C1C2C3C=CC(C3)C2C(=O)N1CN(Cc1ccccc1)CN1C(=O)C2C3C=CC(C3)C2C1=O (configuration not stated),0%,-4%,-6%,10%,6%,-3%,?,-4%
CC(C)NS(=O)(=O)c1ccc(CCC(=O)NCc2ccco2)cc1,-3%,0%,-3%,-4%,4%,-13%,?,4%
Cc1ccc(N=Cc2nc(/C=C/c3cccc([N+](=O)[O-])c3)oc2O)cc1,-16%,8%,2%,-3%,-7%,1.4µM*,12%,1%
COc1ccc(-n2c3c(cc(C(=O)N4CCN(CCO)CC4)c2=O)C(=O)CC(C)(C)C3)cc1,-6%,5%[10 µM],-4%,4%,12%,-6%,2%,4%
Cn1c(=O)c(-c2ccccc2)nc2ccccc21,0%,14%[10 µM],?,3%,13%,-9%,-2%,-3%
Cc1cccc(-c2cc(C(=O)O)c3c(-c4ccc(F)cc4)[nH]nc3n2)c1,-27%,/,/,/,/,?,-8%,0%[76.3 µM]
CCOc1ccc(NC2=NCCC(=O)N2Cc2cccs2)cc1,-17%,-6%[10 µM],-1%,-7%,-2%,-26%,-2%,-10%

# Another view of part of the listing above:
SMILES: O=C(Cn1c(-c2ccccc2)noc1=O)Nc1ccc(S(=O)(=O)N2CCOCC2)cc1
  Tau fluor cs: -1%; HTT cytoprotect: 21%[10 µM]; GAA inhib: -11%; aGlu spleen mod: -2%; aGal spleen mod: -19%; Tau fibril ThT: 7%; Tau FP inhib: -8%; GAA glycogen mod: 2%
SMILES: CCOc1ccc(NC2=NCCC(=O)N2Cc2cccs2)cc1
  Tau fluor cs: -17%; HTT cytoprotect: -6%[10 µM]; GAA inhib: -1%; aGlu spleen mod: -7%; aGal spleen mod: -2%; Tau fibril ThT: -26%; Tau FP inhib: -2%; GAA glycogen mod: -10%
SMILES: CCCCN(CC)CCCNC(=O)c1sc2nc3n(c(=O)c2c1C)CCCCC3
  Tau fluor cs: 0%; HTT cytoprotect: /; GAA inhib: /; aGlu spleen mod: /; aGal spleen mod: /; Tau fibril ThT: ?; Tau FP inhib: ?; GAA glycogen mod: 19%[76.3 µM]
SMILES: Cc1cc2ccccn2c1C(=O)Nc1ccc(Cl)cc1
  Tau fluor cs: -2%; HTT cytoprotect: -82%; GAA inhib: 15%; aGlu spleen mod: -1%; aGal spleen mod: -2%; Tau fibril ThT: -2%; Tau FP inhib: 4%; GAA glycogen mod: 6%

# From PubChem

# An unsorted share of the library (roughly 3.3% active in at least one column).
